# Wee1 stabilizer: human Wee1 degradation inhibition, primary screen; P30291; HeLa Luc-Wee1K328M stability, luciferase luminescence; 100% = proteasome inhibitor MG132 effect; reporter increase, % at 5 µM; hit rate 1.2% among 220,000;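 active means activation above the mean of all tested compounds plus 3 SD, set per screening run, cut at about 8.8% in these data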;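 further: cells exposed to compound for 20 h before luminescence read; 0% = DMSO alone and 100% = MG132 at 30 µM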
# TNF death inh: blocks TNF-alpha induced death of Jurkat FADD-/- cells; Jurkat FADD-/- TNF necroptosis rescue, ATP luminescence, 24 h; 0 = TNF only, 100 = no-TNF cells; activation (protection from cell death), % at 10 µM; hit rate 0.068% among 220,000; AID 463075;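 active means activation, meaning protection from cell death, of at least 50% relative to plate controls; inactive means activation below 50%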;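 further: necroptosis triggered by 40 ng/mL TNF-alpha added together with compound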
# TRPN1 ag: activates the zebrafish TRPN1 channel | activation, % at 3 µM | AID 1424 | HEK293 zebrafish TRPN1-YFP, Fluo-8 calcium fluorescence; 100% = response to 87 µM carbachol | hit rate 0.18% among 220,000;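 active means activation above its plate's cutoff, the mean activation of test wells on that plate plus 3 SD, cut at about 19% in these data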;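 further: 0% = DMSO alone and 100% = 87 µM carbachol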
#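 Assay system: Zebrafish TRPN1-YFP in HEK293 cells | Incubation: Dye loading 1 h at 37 °C, then 30 min room temperature | Measured by: Kinetic Fluo-8 fluorescence, ex 470-495, em 515-575 nm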
# BaF3 tox: parental Ba/F3 viability inhibition as JAK2V617F counter-screen | CellTiter-Glo ATP luminescence | inhibition, % at 5.6 µM | hit rate 1.1% among 220,000;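 active means inhibition above a per-campaign cutoff, the mean inhibition of all tested compounds plus 3 SD, cut at about 27% in these data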;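 further: 0% = DMSO wells and 100% = JAK Inhibitor I control wells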
# Ba/F3 V617F tox: reduce viability of Ba/F3 cells dependent on JAK2V617F; inhibition, % at 5.6 µM; AID 1446; Ba/F3 EpoR-JAK2V617F viability, ATP luminescence; hit rate 1.1% among 220,000;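 active means inhibition above the campaign mean plus 3 SD over all tested compounds, cut at about 24% in these data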;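 further: cytokine-independent growth of Ba/F3 cells driven by EpoR plus mutant JAK2; 0% = DMSO-treated cells and 100% = JAK inhibitor I control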
# CHOP inhibitor: CHOP inhibition in unfolded protein response; CHO-K1 CHOP-promoter luciferase, tunicamycin-induced, 15-18 h; inhibition, % at 10 µM; hit rate 3.8% among 220,000;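 active means compounds that reduced the stress-induced luciferase reporter signal by more than about 70% of percent inhibition, limit read from the data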;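 further: 0% = tunicamycin plus vehicle and 100% = wells without tunicamycin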
# TRPML3 agonist: activates the human TRPML3 channel; AID 1448; hit rate 0.29% among 220,000; Q8TDD5; HEK293 TRPML3-YFP, Fluo-8 calcium fluorescence; 100% = the carbachol control signal; activation, % at 3 µM;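 active means activation above its plate's cutoff, the mean activation of the plate's test wells plus 3 SD, cut at about 12% in these data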;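 further: 0% = DMSO only wells and 100% = carbachol wells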
# Target sequence (Q8TDD5 whole entry, looked up): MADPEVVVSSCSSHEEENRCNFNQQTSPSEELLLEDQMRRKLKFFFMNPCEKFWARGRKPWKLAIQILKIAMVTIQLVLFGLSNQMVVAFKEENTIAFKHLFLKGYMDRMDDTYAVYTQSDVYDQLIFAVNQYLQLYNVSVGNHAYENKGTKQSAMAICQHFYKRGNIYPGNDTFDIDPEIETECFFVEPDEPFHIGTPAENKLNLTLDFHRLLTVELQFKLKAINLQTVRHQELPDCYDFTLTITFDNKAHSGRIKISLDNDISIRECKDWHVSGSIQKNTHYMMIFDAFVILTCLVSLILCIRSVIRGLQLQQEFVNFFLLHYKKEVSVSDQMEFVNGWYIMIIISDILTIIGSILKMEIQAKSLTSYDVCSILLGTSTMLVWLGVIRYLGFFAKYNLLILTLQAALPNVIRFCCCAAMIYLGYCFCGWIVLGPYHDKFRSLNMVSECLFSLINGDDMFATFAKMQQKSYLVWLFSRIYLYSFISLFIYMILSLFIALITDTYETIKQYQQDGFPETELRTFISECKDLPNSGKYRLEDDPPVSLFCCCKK
#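 Material: HEK293 cells stably carrying human TRPML3-YFP; compound dosing: single dose, 3 µM final nominal compound, 0.3% DMSO final; incubation: 1-h 37 °C dye load, 5-s basal, 120-s post-compound reads; technique: Fluo-8 intracellular calcium fluorescence, excitation 470-495 nm, emission 515-575 nm; read-out basis: percent activation from peak-to-basal fluorescence ratio, scaled between DMSO and carbachol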
# PPC-1+TRAIL kill: PPC-1 cancer cell killing with TRAIL present | hit rate 0.41% among 220,000 | PPC-1 cells + TRAIL, ATPLite viability luminescence | cell killing (% activity), % at 4 µM | AID 1443;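 active means cell killing above 50% in the first pass at 4 µM, then a duplicate retest at 5 µM averaging 50% or more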;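 further: plate controls were cells with TRAIL plus DMSO for no effect and medium-only wells lacking cells for full effect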
# RBBP9 inhibitor: human RBBP9 hydrolase inhibition. O75884. recombinant RBBP9, FP-Rh probe fluorescence polarization. inhibition, % at 7.94 µM. hit rate 0.2% among 220,000. AID 1515;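 active means inhibition above the campaign mean of all tested compounds plus 3 SD, cut at about 14% in these data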;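 further: plate controls were DMSO wells with RBBP9 for no effect and wells lacking RBBP9 protein for full effect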
# Target sequence (O75884 whole entry, looked up): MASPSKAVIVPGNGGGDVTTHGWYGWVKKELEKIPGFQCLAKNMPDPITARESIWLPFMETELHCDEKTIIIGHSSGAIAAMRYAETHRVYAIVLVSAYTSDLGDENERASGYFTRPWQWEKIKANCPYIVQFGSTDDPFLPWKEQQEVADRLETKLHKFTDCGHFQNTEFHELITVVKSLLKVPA
#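 Test system: recombinant human RBBP9; Timing: 30 min then 45 min, 25 °C; Detection: fluorescence polarization; Control set: RBBP9 with DMSO as uninhibited control, no-protein wells as full inhibition; Compound dosing: one concentration, 7.94 µM nominal, 0.794% DMSO; Probe or stimulus: FP-Rh activity-based probe, 375 nM before mixing.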
# The depositor's hits bear a star; x = no result given.
SMILES,Wee1 stabilizer,TNF death inh,TRPN1 ag,BaF3 tox,Ba/F3 V617F tox,CHOP inhibitor,TRPML3 agonist,PPC-1+TRAIL kill,RBBP9 inhibitor
CCCCC(=O)Nc1ccc(C(=O)NNC(=S)NC(=O)c2ccco2)cc1,-0.5,-0.1,-1.8,2.2,-2.2,23.2,-0.7,8.6,-5.2
CCS(=O)(=O)c1ccc(C(=O)Nc2cccc(Cl)c2)c(Cl)c1Cl,-1.5,-5.8,5.2,-1.5,-2.2,64.0,1.4,-5.3,-8.0
CCOCCCNC(=O)C(c1ccc(C)cc1)N(Cc1cccs1)C(=O)c1ccccn1 (centres undefined),-3.1,-2.4,1.8,4.6,1.5,10.2,0.8,12.3,-2.9
O=C(NN1C(=O)/C(=C/c2cccs2)SC1=S)c1cccnc1,-0.1,0.2,-1.5,-0.8,3.6,-8.5,1.0,-3.3,-7.0
O=C(OC(C(=O)NCC1CCCO1)c1ccccn1)c1cccs1 (centres undefined),1.1,0.2,0.9,-0.6,-3.5,16.2,0.6,2.9,-6.9
Cn1c(SCC(=O)NNC(=O)Cc2ccccc2)nc2ccccc2c1=O,-3.1,0.7,-0.2,0.4,-3.8,11.4,-0.2,16.7,-4.0
CCOC(=O)Nc1cc(OC)c(OC)cc1Cc1nccc2cc(OC)c(OC)cc12,-1.6,-0.6,-1.2,4.9,-1.1,14.1,-0.1,-10.1,-7.3
Cc1c(-c2ccc(Cl)cc2)oc(=O)c2c(N)n(-c3ccccc3)nc12,3.5,2.4,-0.6,-1.0,-5.2,67.0,1.1,2.4,-3.1
O=C(NCc1ccccn1)c1nn(-c2ccccc2)c(=O)c2ccccc12,-3.8,0.6,0.0,1.2,-1.2,4.5,-0.7,-7.0,5.8
COc1ccc(OC)c(-c2nc3c(C)n[nH]c(=O)c3[nH]2)c1,-3.6,-4.8,-0.9,1.1,2.9,33.0,0.7,15.4,-8.1
Cn1nc([N+](=O)[O-])nc1N1CCOCC1,0.8,-0.8,0.3,4.3,3.4,-1.6,0.5,-1.3,1.8
CC(=O)/C=C1/C(=O)Nc2ccccc21,-1.6,-7.0,-0.7,10.5,4.0,4.4,2.2,-2.8,-3.6
CCN1CCN(c2oc(-c3ccc(OC)cc3)nc2C#N)CC1,-0.8,-1.3,-0.1,2.6,2.5,x,1.0,x,3.2
CC(C)CN(C(=O)COC(=O)Cc1n[nH]c(=O)c2ccccc12)C1CCS(=O)(=O)C1 (centres undefined),-2.7,0.3,-0.5,4.5,0.4,13.3,0.5,15.2,-5.0
Cc1ccnc(NC(=O)/C=C/c2ccccc2[N+](=O)[O-])c1,8.6,0.3,-0.9,-2.2,-0.3,21.0,-0.2,33.9,-4.0
O=C1C(c2ccc(F)cc2)N(C2CCCCC2)C(=O)CN1C1CCCC1 (centres undefined),-1.9,-2.4,-0.1,6.8,6.3,-3.0,0.3,-2.7,-12.1
Cc1ccc(S(=O)(=O)CCC(=O)OCC(=O)NCc2ccc(Cl)cc2)cc1,0.1,0.3,-1.2,6.7,4.3,3.0,-0.1,-5.2,-3.2
Cc1nc(-c2cccnc2)sc1C(N)=O,-1.8,-3.4,0.7,5.1,-1.9,-4.2,1.0,-6.1,-4.1
CCOC(=O)C1(Cc2ccccc2Cl)CCN(C(=O)CCn2ccnc2C)CC1,0.5,0.0,1.0,7.2,4.1,-21.3,0.7,0.8,-8.4
O=S(=O)(/N=C(/Nc1ccc(Cl)cc1Cl)c1ccccc1)c1cccs1,-0.9,-1.3,-0.9,3.9,-1.2,9.9,-0.1,19.5,-4.5
COc1ccc(C2CC(c3cccc(OC)c3)n3nc(N)nc3N2)cc1 (centres undefined),-1.5,0.5,0.6,2.0,-6.3,-0.6,0.1,11.2,-3.6
COc1ccc(N2C(=O)c3cccc4cccc(c34)C2=O)nn1,-1.9,-0.4,-0.4,-2.9,-5.3,-0.1,-0.5,28.5,-4.9
Cc1ccc(S(=O)(=O)/N=C(/Nc2ccc3[nH]c(=O)[nH]c3c2)c2ccc(F)cc2)cc1,-1.5,-1.1,-0.4,6.1,2.4,3.6,0.7,38.8,1.1
CCOC(=O)c1ccc(NC(=O)c2cnccn2)cc1,3.3,-1.2,1.6,2.3,1.1,-19.4,0.3,9.7,-5.1
COC(=O)c1[nH]c2cc(C)ccc2c1NC(=O)CN1CCOCC1,-1.8,3.4,0.7,0.2,-3.6,12.2,0.5,-3.3,-4.0
COC(=O)c1ccc(NC(=O)CSc2nnc(C(C)NC(=O)c3ccccc3Cl)n2C)cc1 (centres undefined),21.8*,-0.5,-2.1,-0.1,-7.7,-4.1,-0.6,25.8,-1.2
COc1ccc(Br)cc1/C=C/C(=O)NC(=S)Nc1ccc(Cl)c(C(=O)O)c1,-3.3,0.6,-1.9,4.4,1.8,12.7,1.3,5.4,-5.0
COc1ccc(-c2nnc(SCc3cc(C)cc(C)c3)o2)cc1,0.2,-2.2,0.6,-0.4,-2.0,14.3,-1.0,5.2,0.3
Cc1ccc2nc(N(CCCN(C)C)C(=O)c3ccco3)sc2c1,10.4*,3.5,1.0,7.9,4.6,58.5,1.2,30.6,-6.1
O=C(CCS(=O)(=O)c1ccccc1)Nc1nc(-c2ccc(F)cc2)cs1,-1.4,-2.8,5.2,0.8,3.4,38.0,2.2,17.3,-13.5
COc1ccc(-c2noc(CCC(=O)NCC3CCCO3)n2)cc1 (centres undefined),1.3,1.4,-2.1,3.6,-6.4,22.0,-0.3,4.2,4.5
CC(C)(C)n1ncc2c(=O)n(CC(=O)c3ccccc3)cnc21,-0.4,-1.2,1.2,2.1,1.3,-8.2,0.7,-5.1,-0.3
CCCN(CCC)S(=O)(=O)c1ccc(C(=O)Nc2nc(-c3ccccc3)c(C(=O)OCC)s2)cc1,-1.8,-2.5,1.2,1.8,-1.6,15.8,-0.1,11.3,-4.0
C=Cc1ccc2c(c1)N(C)C(=C)S2,-0.9,-3.6,-0.8,3.5,4.0,9.9,-0.5,-25.2,-19.1
O=C(NCCCN1CCOCC1)c1cc(-c2ccc(O)cc2)on1,-2.4,-4.3,2.2,2.1,0.8,-30.4,1.7,29.1,-0.8
COc1cc(C(=O)N2CCC(n3cnc4cc(F)ccc43)CC2)cc(OC)c1OC,0.0,-3.0,-1.3,2.8,-1.7,18.1,-1.0,11.7,-9.8
CCCCC1(CCCC)NC(=S)N(Nc2ccc(C)cc2)C1=O,-1.9,-1.5,-1.9,5.0,-2.1,40.1,-0.8,18.9,-4.1
Oc1ccc(N2CCN(C(=S)NCCc3ccccc3)CC2)cc1,-2.3,-20.4,2.1,12.7,7.6,37.5,0.0,28.0,1.5
Cc1ccc(C(=O)Nc2nnc(NC(=S)Nc3ccccc3)s2)cc1,-0.5,2.6,1.3,3.6,0.8,70.2*,1.0,36.2,-12.9
O=C1NC(=O)/C(=C\c2ccc(OCc3cnc(Cl)s3)cc2)S1,-0.7,2.2,0.3,4.2,-1.3,-24.8,1.0,11.8,0.1
CC(C)Oc1ccc(CNC(=O)Cn2c(=O)oc3ccccc32)cc1,-1.6,-0.6,1.5,6.4,-1.9,50.6,0.2,0.7,-3.8
CCCn1c(SCC(N)=O)nnc1-c1ccco1,-1.0,0.7,0.8,3.9,-0.4,-11.5,0.5,1.9,-2.2
COc1ccc(CN(C)CC(=O)NC(=O)NCc2ccccc2)cc1OC,6.8,0.8,-0.4,6.5,0.2,6.0,0.7,-22.3,-1.2
Cn1ccnc1C(=O)c1cc(=O)c2ccccc2o1,-0.9,-4.0,0.9,2.2,-0.3,-19.1,0.6,1.5,-3.9
Cc1cc(C)c2c(c1)cc(C)c1nnc(SCC(=O)Nc3ccc(S(=O)(=O)N4CCCCC4)cc3)n12,-0.5,2.8,0.9,4.5,-2.7,41.9,0.7,-7.5,7.2
CCOc1ccc(C(C#N)N2CCOCC2)cc1OC (centres undefined),0.2,-2.1,0.0,0.4,1.4,22.7,1.0,10.0,-7.0
COc1cccc(NC(=O)COC(=O)c2ccc(F)cc2F)c1,-1.6,-0.2,-0.4,2.7,-3.6,-21.2,-0.6,8.8,2.1
Cc1oc2c(C)c(O)ccc2c(=O)c1N1C(=O)c2ccccc2C1=O,-4.5,2.0,-0.5,-4.5,-2.6,7.2,0.2,21.2,-2.6
CCCCOc1ccc(N2C(=O)CC(N(CCc3ccccc3)C(=O)/C=C/C(=O)O)C2=O)cc1 (centres undefined),-0.8,0.4,-0.3,8.6,1.1,28.7,-0.4,-6.4,-9.8
O=C1NC(=S)S/C1=C1\Sc2ccccc2N1CCCS(=O)(=O)O,0.8,0.6,0.1,3.8,5.1,-0.2,0.4,7.1,-8.1
Cc1ccc(NC(=O)C2C3/C=C\CCCCC32)cc1C (centres undefined),-1.1,1.0,0.0,1.9,-1.4,43.7,0.5,18.9,3.6
CCOC(=O)Cc1csc(NC(=O)/C=C/c2ccc(Br)o2)n1,1.3,22.6,1.9,-1.7,-0.3,17.2,0.9,23.7,-6.1
CN1C(=O)C2(c3ccccc31)N(C)CC(c1ccccn1)C21SC(=S)N(Cc2ccco2)C1=O (centres undefined),-1.5,-3.2,1.6,5.4,4.1,18.8,0.1,4.9,-14.5
Cc1ccc(-c2nn3c(C)nnc3s2)cc1N,2.9,0.4,-1.6,-0.1,-3.5,5.1,0.9,3.7,-2.9
COc1cc(/C=N/NC(=O)c2c(-c3ccccc3)noc2C)ccc1O,3.1,0.3,-0.1,-1.6,-4.0,19.0,0.3,21.3,3.6
CCc1cc(C(N)=O)c(NC(=O)c2ccc(OC)cc2)s1,4.7,1.0,-1.3,-2.5,0.3,27.3,-0.5,16.0,-10.0
CCOc1ccccc1NC(=O)CNS(=O)(=O)c1ccc2nc(C)sc2c1,-3.2,-0.3,-2.1,5.0,3.1,27.9,-1.2,11.8,-6.9
COc1ccc(C(=O)NCCNc2ccccc2[N+](=O)[O-])cc1,4.6,0.5,-0.3,6.9,4.9,36.0,-0.5,47.8,-5.5

# In the list so far, these have a cyano group.
SMILES,Wee1 stabilizer,TNF death inh,TRPN1 ag,BaF3 tox,Ba/F3 V617F tox,CHOP inhibitor,TRPML3 agonist,PPC-1+TRAIL kill,RBBP9 inhibitor
CCN1CCN(c2oc(-c3ccc(OC)cc3)nc2C#N)CC1,-0.8,-1.3,-0.1,2.6,2.5,x,1.0,x,3.2
CCOc1ccc(C(C#N)N2CCOCC2)cc1OC (centres undefined),0.2,-2.1,0.0,0.4,1.4,22.7,1.0,10.0,-7.0
